14-3-3 Bad PPI: inhibitors of 14-3-3 zeta/Bad binding, primary screen, biochemical, TR-FRET, bovine 14-3-3 zeta; 14-3-3 protein zeta/delta (Bos taurus), P63103; actives 0.71% (n = 220,000); inhibition, % at 21.7 µM; TR-FRET 14-3-3zeta/Dy647-pBad peptide displacement, 1 h; AID 781, 2007;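 active = inhibition above about 70%, limit read from the data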;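 note: 0% = full 14-3-3 plus peptide FRET controls and 100% = background without 14-3-3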
zVAD death inh: inhibitors of zVAD-triggered necroptosis, primary screen, L929 cells. AID 1377, 2008. L929 zVAD necroptosis rescue, ATP luminescence, 24 h; with zVAD 60 µM. actives 0.38% (n = 220,000). viability rescue, % at 10 µM;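 active = activation, scaled between plate controls, above about 75%, limit read from the data; inactive = activation under that limit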;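 note: 0% = zVAD with DMSO and 100% = DMSO alone without zVAD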
p47phox inh: p47phox/p22phox peptide binding inhibitors, primary screen, biochemical, uHTS, NADPH oxidase regulatory subunit; Neutrophil cytosol factor 1 (Homo sapiens), P14598; fluorescence polarization, 2 h; inhibition, % at 24.7 µM; actives 0.53% (n = 220,000); AID 1274, 2008;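 active = inhibition above about 30%, limit read from the data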;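 note: 0% = p47phox with labelled peptide and 100% = labelled peptide alone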
Target sequence (P14598 whole entry, looked up): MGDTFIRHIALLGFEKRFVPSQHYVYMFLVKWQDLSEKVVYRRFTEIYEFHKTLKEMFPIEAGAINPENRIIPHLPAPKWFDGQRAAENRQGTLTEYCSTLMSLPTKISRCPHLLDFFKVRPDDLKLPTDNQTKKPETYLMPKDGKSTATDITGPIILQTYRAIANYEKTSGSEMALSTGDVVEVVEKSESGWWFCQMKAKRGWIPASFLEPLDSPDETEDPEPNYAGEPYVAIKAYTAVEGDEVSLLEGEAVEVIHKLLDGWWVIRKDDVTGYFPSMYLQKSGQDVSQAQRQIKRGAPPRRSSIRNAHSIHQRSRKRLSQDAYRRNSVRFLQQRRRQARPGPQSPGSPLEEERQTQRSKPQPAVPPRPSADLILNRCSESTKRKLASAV
EBV gp42 inh: Epstein-Barr virus gp42 inhibitors, primary screen, biochemical, uHTS, fluorescence polarization | actives 0.42% (n = 220,000) | AID 1085, 2008 | Glycoprotein 42 (Epstein-Barr virus (strain AG876)), Q1HVG2 | Fluorescence polarization binding assay, mP read-out | inhibition, % (tested at 21.74 µM); in the data active = inhibition above about 50%
TbHK1 inh: Trypanosoma brucei hexokinase 1 inhibitors, primary screen, biochemical, G6PDH-coupled NADH absorbance, MLSCN library. actives 0.11% (n = 220,000). recombinant TbHK1, G6PDH-coupled NADH A340. hexokinase 1 [Trypanosoma brucei]. AID 1430, 2008. inhibition, % at 10 µM;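 active = inhibition of 50% or more in the single-dose primary screen; inactive = inhibition below 50%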
Hck-Nef inh: inhibitors of Nef-activated human Hck kinase, primary screen, biochemical, Z-Lyte FRET, 384-well, Hck-YEEI; Tyrosine-protein kinase HCK (Homo sapiens), P08631; Recombinant Hck-YEEI plus Nef, Z-Lyte FRET kinase assay; inhibition, % at 20 µM; actives 0.68% (n = 220,000);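 active = Hck-Nef kinase inhibition above about 50%, limit read from the data; inactive = inhibition below that limit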;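 note: 0% = DMSO with Hck plus Nef and 100% = Hck alone without Nef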
Runt-CBFb FRET: inhibitors of RUNX1 Runt–CBFb binding, primary screen, biochemical, FRET, Cerulean-Runt, Venus-CBFb, uHTS | Cerulean-Runt/Venus-CBFb FRET ratio 530/480, 1 h | inhibition, % at 20 µM | actives 0.46% (n = 220,000) | Runt-related transcription factor 1 (Homo sapiens) + Core-binding factor subunit beta …;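 active = inhibition over about 50% at 20 µM in the single-dose screen, limit read from the data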;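 note: 0% = DMSO wells and 100% = excess unlabeled CBFb competitor control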
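System: Cerulean-labeled Runt domain protein | Quantity: 100 nM of each labeled protein | Schedule: 1 h compound exposure, room temperature | Detection: Fluorescence energy transfer, 422 nm excitation, 530/480 nm emission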
Runt-SMMHC FRET: inhibitors of RUNX1 Runt–CBFb-SMMHC binding, primary screen, biochemical, FRET, Cerulean-Runt, Venus-CBFb-SMMHC, uHTS; Cerulean-Runt/Venus-CBFb-SMMHC FRET ratio 530/480, 1 h; actives 0.74% (n = 220,000); inhibition, % at 20 µM; AID 1434, 2008; Runt-related transcription factor 1 (Homo sapiens) + Core-binding factor subunit beta …;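 active = mean inhibition across duplicate retests at 20 µM reaching about 50%, limit read from the data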;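 note: 0% = DMSO wells and 100% = wells with excess untagged CBFb-SMMHC; inhibitors lower the FRET ratio by blocking Runt binding to CBFb-SMMHC; some results filed as inactive read as strong as hits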
Mdm2 ligase inh: MDM2-luciferase reporter signal enhancers, primary screen, MDM2 E3 ligase inhibitor project, cell-based, luminescence, 1536-well; E3 ubiquitin-protein ligase Mdm2 (Homo sapiens), Q00987; cell-based MDM2 ubiquitination luciferase reporter, 2 h; 0 = plate control, 100 = twice control, blank-subtracted; signal enhancement, % at 5 µM; actives 0.11% (n = 210,000); AID 1230, 2008;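 active = signal enhancement of 30% or more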;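 note: luminescence tracks abundance of the self-degrading MDM2-luciferase fusion protein; higher signal means inhibition of MDM2 E3 ligase activity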
Target sequence (Q00987 whole entry, looked up, the tested form may be a part): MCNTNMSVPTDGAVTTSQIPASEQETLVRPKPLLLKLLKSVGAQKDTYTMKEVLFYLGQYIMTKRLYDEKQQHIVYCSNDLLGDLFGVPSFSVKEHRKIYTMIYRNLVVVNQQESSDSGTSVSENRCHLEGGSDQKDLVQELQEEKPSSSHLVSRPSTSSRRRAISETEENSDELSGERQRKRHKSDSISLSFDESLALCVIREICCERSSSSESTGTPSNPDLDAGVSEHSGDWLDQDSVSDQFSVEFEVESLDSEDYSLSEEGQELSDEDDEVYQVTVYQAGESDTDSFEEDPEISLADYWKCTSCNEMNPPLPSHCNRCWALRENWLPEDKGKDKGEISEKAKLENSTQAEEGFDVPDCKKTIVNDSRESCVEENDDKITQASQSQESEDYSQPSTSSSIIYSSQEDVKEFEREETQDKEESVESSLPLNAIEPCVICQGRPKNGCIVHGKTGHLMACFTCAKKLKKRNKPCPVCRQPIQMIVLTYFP
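Assay system: stable mammalian line carrying autodegrading MDM2–luciferase fusion reporter; amount: 2000 cells seeded into each well; buffer or medium: DMEM; benchmarks: plate control and blank wells; signal: luciferase luminescence; timing: 2 h compound exposure at 37 °C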
* = called active by the depositor; nt = not tested or not shown; [ ] = another dose, or the depositor's remark.

SMILES	14-3-3 Bad PPI	zVAD death inh	p47phox inh	EBV gp42 inh	TbHK1 inh	Hck-Nef inh	Runt-CBFb FRET	Runt-SMMHC FRET	Mdm2 ligase inh
O=C(Nc1ccccc1C(=O)NC(Cc1ccccc1)C(=O)NC1CCCCC1)c1ccccc1 (configuration not stated)	1	-0.2	8	-1	16	7	0	2	nt
COc1cc(/C=N/NC(=O)C2=NNC(=O)C2C)ccc1O (configuration not stated)	-6	-0.4	-8	-8	-52	27	3	3	-7
O=C(CSc1ccccc1)NN1C(=O)c2ccccc2C1=O	7	0.4	0	-2	5	12	0	2	-10
COc1ccc(-c2nc(CS(=O)CC(=O)NCC3CCCO3)c(C)o2)cc1 (configuration not stated)	0	-0.1	-16	-14	-6	0	3	4	-5
COc1ccc(CNC(=O)C2CC(c3ccccc3[N+](=O)[O-])=NO2)cc1 (configuration not stated)	52	0.1	-5	-9	-1	-2	0	4	-5
CC(C)Nc1nc(NC(C)C)nc(Oc2ccc(=O)n(C)n2)n1	-14	-0.3	-4	-11	0	11	-4	-7	-12
CCOC(=O)c1nnc(-c2ccccc2)nc1Oc1ccccc1Cl	-2	2.0	-6	5	0	2	1	1	-24
COc1cccc(OCCCCN2CCCCC2)c1	25	-0.4	-6	-9	0	0	-1	1	-8
Cc1ccc2sc(NNC(=O)C3=COCCO3)nc2c1C	-13	1.7	-4	12	3	27	26	12	-15
CCn1c(SCCC#N)nnc1-c1ccncc1	-13[fluorescence artefact?]	0.1	-12	-6	-2	-7	-1	4	-26
CCOc1cc(C2C(C(=O)c3ccccc3)=C(C(=O)OC)Nc3nnnn32)ccc1O (configuration not stated)	-8	0.2	-2	-3	-6	-2	-2	-10	-1
O=[N+]([O-])c1ccccc1NCCNS(=O)(=O)c1ccc(Cl)cc1	-10	1.0	-10	-7	26	5	-4	-8	-3
CCOC(=O)c1c(CSc2ccccc2)n(C)c2cc(Br)c(O)c(CN(C)C)c12	1	0.4	-6	-14	-46	8	10	4	-11
CNS(=O)(=O)c1cccc(C(=O)OCC(=O)C23CC4CC(CC(C4)C2)C3)c1	0	1.2	-1	-12	-1	-2	0	-3	-28
O=C(/C=C/c1ccccc1)OCCCCN=C1NS(=O)(=O)c2ccccc21	-2	0.1	-13	-11	-4	16	-2	3	-8
O=C(CSc1n[nH]c(-c2ccccc2O)n1)N1CCOCC1	-17	-0.2	0	-7	-3	15	-1	2	-3
N#Cc1nc(-c2ccco2)oc1N1CCc2ccccc2C1	9[fluorescence artefact?]	0.1	-18	-16	-10	2	2	2	-11
CCn1c(SCC(=O)Nc2ccc3c(c2)OCCO3)nnc1-c1c[nH]c2ccccc12	-1	0.4	-11	-6	-5	12	1	-2	13
COc1ccc(CCN2C(=O)CSC2c2ccc(OC)c(OC)c2)cc1OC (configuration not stated)	-8	0.8	4	-9	-4	20	-1	4	0
Nc1nc(SCC(=O)OCc2ccccc2)[nH]c(=O)c1NC(=O)c1ccco1	1	1.8	-1	-6	3	-4	1	-2	-8

Exported field by field: part of the list above
CCn1c(SCC(=O)Nc2ccc3c(c2)OCCO3)nnc1-c1c[nH]c2ccccc12
  14-3-3 Bad PPI = -1	zVAD death inh = 0.4	p47phox inh = -11	EBV gp42 inh = -6	TbHK1 inh = -5	Hck-Nef inh = 12	Runt-CBFb FRET = 1	Runt-SMMHC FRET = -2	Mdm2 ligase inh = 13

COc1ccc(CCN2C(=O)CSC2c2ccc(OC)c(OC)c2)cc1OC (configuration not stated)
  14-3-3 Bad PPI = -8	zVAD death inh = 0.8	p47phox inh = 4	EBV gp42 inh = -9	TbHK1 inh = -4	Hck-Nef inh = 20	Runt-CBFb FRET = -1	Runt-SMMHC FRET = 4	Mdm2 ligase inh = 0

Next section
SMILES	14-3-3 Bad PPI	zVAD death inh	p47phox inh	EBV gp42 inh	TbHK1 inh	Hck-Nef inh	Runt-CBFb FRET	Runt-SMMHC FRET	Mdm2 ligase inh
CC(=O)c1ccc(N(C(=O)CS(=O)CC(=O)Nc2ccc(F)cc2)C(C(=O)NC2CCCCC2)c2cccs2)cc1 (configuration not stated)	40	nt	-37	3	-9	9	-10	-3	-7
CCCCC[C@H](O)/C=C/[C@H]1C=CC(=O)[C@@H]1C/C=C\CCCC(=O)O	-8	2.7	-24	-6	41	57*	7	0	nt
Nn1c(SCc2ccccc2F)nnc1-c1cccnc1	-11	-0.2	-13	-11	-8	7	1	2	-14
Nc1nnc(SCC(=O)Nc2cc(C(F)(F)F)ccc2N2CCOCC2)s1	-11[fluorescence artefact?]	-0.1	2	7	-6	2	0	-5	-12
COc1cc(C=C2C(=O)OC(C)(C)OC2=O)cc(Cl)c1OCC(=O)Nc1ccccc1	12	-0.5	-8	2	16	12	0	-1	4
O=S1(=O)c2ccccc2C(CCO)N1Cc1ccccc1 (configuration not stated)	-3	-0.4	-7	-24	-10	35	0	0	26
Cc1cc(C)c(NC(=O)C2CCN(c3cnccn3)CC2)c(C)c1	0	-0.3	3	-13	-12	2	-1	-2	-9
CCOC(=O)c1sc(-c2ccc(Cl)cc2)nc1O	-1	1.5	-10	-7	-8	-84	-90	84	-14
COc1cc(/C=C/C(=O)Nc2nnc(CC(C)C)s2)cc(OC)c1OC	-10[fluorescence artefact?]	1.9	-6	-24	-15	6	-1	-4	-7
CC(=O)Nc1nc(C)c(Oc2ccc(Cl)cc2)c(=O)[nH]1	-14	0.1	-17	-10	-11	14	0	-2	-14

As entered above:
CC(=O)c1ccc(N(C(=O)CS(=O)CC(=O)Nc2ccc(F)cc2)C(C(=O)NC2CCCCC2)c2cccs2)cc1 (configuration not stated) in EBV gp42 inh: 3
Nc1nnc(SCC(=O)Nc2cc(C(F)(F)F)ccc2N2CCOCC2)s1 in Hck-Nef inh: 2
Nn1c(SCc2ccccc2F)nnc1-c1cccnc1 in Mdm2 ligase inh: -14

(further entries)
SMILES	14-3-3 Bad PPI	zVAD death inh	p47phox inh	EBV gp42 inh	TbHK1 inh	Hck-Nef inh	Runt-CBFb FRET	Runt-SMMHC FRET	Mdm2 ligase inh
N#Cc1ccc(CSc2nnc(-c3cccs3)n2-c2ccccc2)cc1	6	1.0	-18	-13	12	-1	0	-2	-4
COc1ccc(S(=O)(=O)N2CCCC2)c(Cl)c1Cl	-4	1.0	-6	14	-1	6	0	0	4
COc1ccc(C)cc1S(=O)(=O)NC1CCCCC1	-4	-0.1	-5	-12	3	1	-1	-1	4
COCCNC(=O)c1cc2nc(-c3ccc(F)cc3)cc(C(F)(F)F)n2n1	-5	1.3	4	-1	-7	18	nt	nt	-5
Cc1ccc(-n2c(N)c(C(=O)N3CCOCC3)sc2=S)cc1	2	0.0	-4	-23	-23	-1	40	6	-7
CC(C)C(NC(=O)c1ccccc1)C(=O)N/N=C\c1ccco1 (configuration not stated)	-2	nt	-9	-11	-4	3	-2	3	9
COC(=O)c1ccc(SCC(=O)N2CCC(C)CC2)c([N+](=O)[O-])c1	-19	1.1	1	2	32	2	2	6	4
Cc1cc2oc(C(=O)NCCc3ccc(S(N)(=O)=O)cc3)c(C)c2cc1C	5	2.3	-16	-1	-9	-5	2	-1	-7
COc1ccc(N/C(=N\c2nc(C)cc(C)n2)NC(C)=O)cc1OC	-8[fluorescence artefact?]	6.7	1	-8	1	8	-1	-3	-11
Cc1ccc(Cl)cc1NC(=O)C1CCN(S(C)(=O)=O)CC1	-6	0.7	-9	-12	-3	21	2	2	-5
CCOC(=O)c1cc[n+](CC(=O)c2ccc(F)cc2)cc1	-10	0.8	-1	7	-3	-1	4	9	-18
Cc1cc(OCc2ccc(C(=O)NN=C3CCCC3)cc2)ccc1Cl	-16[fluorescence artefact?]	0.4	-18	-2	-3	5	-7	-8	9
COc1ccc(/C=N/Nc2ccc(C(=O)O)cc2)cc1OC	-5	0.8	-25	0	-64	19	-1	0	-52
CCN1CCN(CCCN(Cc2ccco2)C(=S)Nc2ccccc2Cl)CC1	-13	-0.7	-1	0	-1	7	1	-6	-7
CC1CC2(C)Oc3ccccc3CC2C(C)C1CNCCCN(C)C (configuration not stated)	-8	-2.3	-4	2	0	-5	-2	0	-3
CC(=O)NC1CC2CCCC(C1)N2S(=O)(=O)c1ccccc1 (configuration not stated)	55	-1.3	-14	1	2	-22	0	-7	-6
CC(C)CCOC(=O)C1[C@H]2C(=O)N(Cc3cccs3)C[C@]23C=C[C@H]1O3 (some centres not stated)	-23	0.3	-5	-4	-2	1	-1	0	-4
COc1ccccc1NC(=O)c1cnc2n(c1=O)CCS2	-2	2.5	7	-4	17	1	1	-5	-17
S=C(NCCCN1CCOCC1)Nc1cccc(-c2nnc3n2CCCCC3)c1	-18	-0.2	1	-1	-8	24	nt	4	-11
CN(C)/C=N/c1cc(=O)[nH]c(=O)n1Cc1ccccc1	-4	3.4	0	-4	-10	-8	-1	0	nt
CC(=O)NC(=S)Nc1ccc(NC(=S)NC(=O)/C=C/c2ccco2)cc1	32	0.1	-10	-11	-73	43	4	-1	-4
NC(=O)C(=O)NN=C1CCC(c2ccccc2)CC1 (configuration not stated)	1	1.6	-3	0	0	2	2	1	0

Compound profiles, as listed above.
Profile of `CN(C)/C=N/c1cc(=O)[nH]c(=O)n1Cc1ccccc1` : 14-3-3 Bad PPI = -4; zVAD death inh = 3.4; p47phox inh = 0; EBV gp42 inh = -4; TbHK1 inh = -10; Hck-Nef inh = -8; Runt-CBFb FRET = -1; Runt-SMMHC FRET = 0; Mdm2 ligase inh = nt
Profile of `NC(=O)C(=O)NN=C1CCC(c2ccccc2)CC1` (configuration not stated) : 14-3-3 Bad PPI = 1; zVAD death inh = 1.6; p47phox inh = -3; EBV gp42 inh = 0; TbHK1 inh = 0; Hck-Nef inh = 2; Runt-CBFb FRET = 2; Runt-SMMHC FRET = 1; Mdm2 ligase inh = 0

Hits appear at their usual frequency. Share with any hit: about 3.2%.
